PKM2 act: activators of human pyruvate kinase M2. Potency, µM (highest dose often 57.5 µM), for inactives: at the top dose activation, actives largely listed as activators. P14618. purified PKM2, Kinase-Glo ATP luminescence, activation; response scale: 0% is enzyme alone, no compound. 260,000 tested, 0.34% active; further: potency means the concentration at half of the fitted maximal effect; on the % scale 0 is the no-effect control and ±100 the full control effect; nearly all actives have a fitted effect of over 55% in size
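ATP formation by purified human PK-M2, quantified via coupled luciferase luminescence after 1 h at room temperature with 0.1 mM ADP and 0.5 mM PEP final.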
NPC1 promoter act: activators of NPC1 promoter | 320,000 tested, 2.4% active | Potency, µM (titrated, usually from 9.22 µM), for inactives: at the top dose activation, most hits filed as activators | Huh7 NPC1 promoter luciferase reporter, 24 h;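 further: potency means the concentration at half of the fitted maximal effect; % of control where 0% means no effect; nearly all actives have a fitted effect of over 60% in size; reporter is driven by a mutant NPC1 promoter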
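Huh7 reporter cells (NPC1 promoter driving luciferase) are dosed with compound for 24 h at 37 °C, 5% CO2; luciferase detection reagent is then added and luminescence measured after 10 min at ambient temperature.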
Rab9 promoter act: activates the Rab9 promoter; Huh7 Rab9 promoter-luciferase reporter, luminescence, 24 h; Potency, µM (doses to about 9.22 µM), for inactives: at the highest dose activation, negative = inhibition, most hits filed as activators; 320,000 tested, 2.8% active; AID 485297; further: potency means the concentration at half of the fitted maximal effect; % of control where 0% means no effect; nearly all actives have a fitted effect of over 60% in size
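Using Huh7 cells stably transfected with Rab9 promoter–luciferase, compounds were incubated 24 h at 37 °C, 5% CO2; luciferase luminescence was read 10 min after reagent addition.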
VP16 counter: counter-screen for ROR gamma inhibitors: Gal4-VP16 reporter; Drosophila S2 Gal4-VP16 UAS-luciferase, luminescence, 20 h; Potency, µM (top dose mostly 53.6 µM), for inactives: at the highest dose activity, negative = inhibition, usual class: inhibitors; 310,000 tested, 3.5% active;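 further: Gal4-VP16 expression switched on by copper sulfate through the metallothionein promoter; potency means the concentration at half of the fitted maximal effect; on the % scale 0 is the no-effect control and ±100 the full control effect; nearly all actives have a fitted effect of over 50% in size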
FLuc counter: firefly luciferase modulation, counter-screen for miR-21 project; P08659; purified FLuc, Km substrates, luminescence inhibition; Potency, µM (titrated, usually from 57.5 µM), for inactives: at the top dose activity change, negative = inhibition, usual class: inhibitors; 360,000 tested, 6.9% active; AID 588342;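 further: potency means the concentration at half of the fitted maximal effect; plate controls were vehicle for no effect and reference inhibitor for full effect; nearly all actives have a fitted effect of over 55% in size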
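Biochemical qHTS of compounds, final roughly 60 µM downward over six points, against 10 nM purified firefly luciferase using Km concentrations of substrates (10 uM D-luciferin, 10 uM ATP) in Tris acetate pH 7.5 buffer; luminescence output.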
RORgamma inh: blocks mouse ROR gamma transcriptional activity. Potency, µM (doses to about 53.6 µM), for inactives: at the highest dose activity change, negative = inhibition, usual class: inhibitors. 310,000 tested, 5.4% active. P51450. Drosophila S2 Gal4-RORgamma UAS-luciferase reporter, 20 h; further: potency means the concentration at half of the fitted maximal effect; on the % scale 0 is the no-effect control and ±100 the full control effect; nearly all actives have a fitted effect of over 60% in size
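Drosophila S2 cells stably expressing Gal4-DBD/mouse RORγ fusion under metallothionein promoter plus UAS-luciferase; compound 1 h, then 700 uM CuSO4 induction for 20 h at ambient temperature; inhibition read as reduced luminescence.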
Menin-MLL TR inh: menin-MLL binding inhibition, Texas Red mutant peptide; Menin + Texas Red MLL mutant peptide, fluorescence polarization; Potency, µM (highest dose often 61.6 µM), for inactives: at the top dose FP activity change, negative = inhibition, most hits filed as inhibitors; 270,000 tested, 0.23% active; AID 1768; active means well fitted inhibition curve with a large enough effect in the polarisation, with a control signal flat, not every such curve was filed as active; inconclusive means small, poorly fitted or top-dose-only effect, or effect the other way, or a change in a side signal; inactive means no such curve, though single readings can be large or run the other way; the % refers to the polarisation; further: potency means the concentration at half of the fitted maximal effect; % of control where 0% means no effect; many of its hits are not listed in these tables
Target sequence (O00255 whole entry, looked up): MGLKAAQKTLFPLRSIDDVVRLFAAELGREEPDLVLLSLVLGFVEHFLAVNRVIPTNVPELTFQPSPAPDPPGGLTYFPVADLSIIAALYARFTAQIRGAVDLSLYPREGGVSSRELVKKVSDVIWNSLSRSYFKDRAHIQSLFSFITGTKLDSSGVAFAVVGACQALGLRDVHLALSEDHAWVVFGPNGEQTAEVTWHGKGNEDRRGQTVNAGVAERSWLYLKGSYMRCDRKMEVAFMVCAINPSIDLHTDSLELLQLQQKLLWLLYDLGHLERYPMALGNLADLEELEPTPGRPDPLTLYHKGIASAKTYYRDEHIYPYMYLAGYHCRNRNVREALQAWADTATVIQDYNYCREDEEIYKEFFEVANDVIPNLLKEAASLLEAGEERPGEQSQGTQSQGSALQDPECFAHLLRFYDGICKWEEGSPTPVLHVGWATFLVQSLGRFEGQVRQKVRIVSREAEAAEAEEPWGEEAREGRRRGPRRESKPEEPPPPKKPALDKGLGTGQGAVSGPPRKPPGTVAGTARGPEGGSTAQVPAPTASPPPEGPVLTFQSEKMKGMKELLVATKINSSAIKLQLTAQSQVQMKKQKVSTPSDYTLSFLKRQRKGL
MBNL1-CUG inh: inhibitors of human MBNL1 binding to CUG repeat RNA. Q9NR56. TR-FRET MBNL1-His/biotin-(CUG)12 binding, 665/545 ratio. Potency, µM (doses to about 57.5 µM), inactives show at the top dose activity change, negative = inhibition, usual class: inhibitors. 280,000 tested, 0.036% active. AID 2675; active means well fitted inhibition curve with a large enough effect in the signal ratio, with a control signal flat, not every such curve was filed as active; inconclusive means small, poorly fitted or top-dose-only effect, or effect the other way, or a change in a side signal; inactive means no such curve, though single readings can be large or run the other way; the % refers to the signal ratio; further: potency means the concentration at half of the fitted maximal effect; on the % scale 0 is the no-effect control and ±100 the full control effect
Target sequence (Q9NR56 whole entry, looked up): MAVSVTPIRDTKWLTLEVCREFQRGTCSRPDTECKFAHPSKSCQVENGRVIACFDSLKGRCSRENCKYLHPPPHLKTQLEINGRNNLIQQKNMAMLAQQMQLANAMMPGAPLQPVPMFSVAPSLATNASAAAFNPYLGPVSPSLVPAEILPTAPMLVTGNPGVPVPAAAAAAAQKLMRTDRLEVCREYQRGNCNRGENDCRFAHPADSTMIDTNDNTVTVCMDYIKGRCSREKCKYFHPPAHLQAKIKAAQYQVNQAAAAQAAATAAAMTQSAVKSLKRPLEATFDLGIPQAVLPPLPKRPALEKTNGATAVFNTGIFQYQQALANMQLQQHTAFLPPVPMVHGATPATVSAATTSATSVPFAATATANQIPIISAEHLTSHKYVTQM
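Inhibition of protein-RNA binding appears as loss of TR-FRET between terbium anti-His antibody on MBNL1-His and streptavidin-XL665 on biotin-(CUG)12. Activity is normalized to buffer-only and uninhibited-complex controls.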
Mito fusion act: mitochondrial division inhibition or fusion activation. S. cerevisiae fusion-defective mutant growth rescue, CellTiterGlo 48 h. Potency, µM (titrated, usually from 46.1 µM), for the others: at the highest dose growth rescue (activation), usual class: activators. 320,000 tested, 0.23% active;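 further: potency means the concentration at half of the fitted maximal effect; % of control where 0% means no effect; nearly all actives have a fitted effect of over 45% in size; temperature-sensitive fusion mutants such as fzo1-1 at 37 °C on non-fermentable ethanol glycerol medium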
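Luminescent cell viability in 1536-well qHTS format served as the measure of rescued growth in ts fusion-mutant S. cerevisiae cultured on non-fermentable YPEG for 48 hours at 37C.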
ELG1 DNA repair: inhibitors of ELG1-dependent DNA repair in HEK293T cells | HEK293T ELG1-luciferase reporter, luminescence, 16 h; DNA damage induced by 5-fluorouridine | Potency, µM (top dose mostly 46.1 µM), inactives show at the top dose activity change, negative = inhibition, actives largely listed as inhibitors | 330,000 tested, 2.3% active | AID 504467; further: potency means the concentration at half of the fitted maximal effect; on the % scale 0 is the no-effect control and ±100 the full control effect; nearly all actives have a fitted effect of over 55% in size
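Step one: seed 2,000 cells per well. Step two: pin-transfer compound or DMSO alongside 5-fluorouridine. Step three: incubate 16 hr, 37 °C, 5% CO2. Step four: add ONE-Glo, wait 30 min, read luminescence.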
KCNH2 3.1 block: blocks the human KCNH2 3.1 channel isoform. U2OS KCNH2 3.1, thallium flux FluxOr; hits give low values. activity change, % (tested at about 1.8 µM). 340,000 tested, 0.95% active. AID 720553;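 active means maximum activity change below -70%; inconclusive means maximum activity change from -70% to -50%; inactive means maximum activity change above -50%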;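 further: thallium influx rate constant from kinetic fluorescence after stimulation buffer; on the % scale 0 is the no-effect control and ±100 the full control effect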
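Thallium flux read-out: FluxOr dye with Red40 quencher in HBSS/HEPES, 45 min at RT. Rate constants from kinetic reads were normalized to positive and negative DMSO controls. Cells: U2OS virally expressing the 3.1 isoform.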
An asterisk follows results filed as active; ? = inconclusive; / = no result given; [ ] = dose if it differs, or a comment. Unless noted, the call rests on the fitted dose curve; in most records, active means well fitted curve in the direction sought with a large enough effect; inconclusive means small, poorly fitted or top-dose-only effect, or another doubt; inactive means no such curve, though single readings can be large; an effect the other way counts as inactive or inconclusive. These rows are one share of the data; rates above refer to the full screens.

SMILES	PKM2 act	NPC1 promoter act	Rab9 promoter act	VP16 counter	FLuc counter	RORgamma inh	Menin-MLL TR inh	MBNL1-CUG inh	Mito fusion act	ELG1 DNA repair	KCNH2 3.1 block
CC(C)CN1CCN(CCCc2ccccc2)C(CCO)C1 (centres undefined)	-0.2%	2.5%	-1.0%	-7.2%	10.7%	-15.5%	5.9%	2.8%	-3.3%	-7.0%	-0.7
O=C(Nc1cc2cccc([N+](=O)[O-])c2oc1=O)c1cccs1	-1.9%	0.6%	0.0%	2.1%	-11.1%	12.4%	12.2%	7.3%	-5.0%	15.7%	15.7
COc1cc2cc(CN(CCN3CCOCC3)C(=O)Nc3ccc(F)cc3)c(=O)[nH]c2cc1OC	-7.4%	-7.5%	-14.5%	-11.5%	0.3%	-6.3%	-7.2%	-2.4%	0.6%	?	7.8
O=C(NCc1ccco1)c1cc([N+](=O)[O-])ccc1N1CCOCC1	1.2%	0.2%	-4.6%	8.8%	0.8%	-18.5%	-14.8%	?	-3.8%	1.9%	1.5
O=C(Nc1ccncc1)c1ccc(N2CCCC2=O)cc1	/	-1.8%	-0.1%	/	?	/	/	/	0.8%	26.1%	23.9
O=C(NCCN1CCOCC1)c1cc(-c2ccc(Cl)s2)nc2ccccc12	2.1%	-0.3%	1.1%	-9.4%	-0.8%	-6.9%	16.5%	?	-6.8%	9.1%	-13.9
O=C(NCC1CCCO1)C(C(=O)c1ccccc1)n1cc(Cl)ccc1=O (centres undefined)	-1.0%	2.5%	-2.2%	0.6%	1.4%	8.5%	-8.8%	2.4%	1.3%	10.7%	-2.8
Cc1ccc(N=Cc2c(O)c3ccccc3n(C)c2=O)cc1	/	-2.0%	12.0%	8.6%	0.426µM*	-11.3%	?	?	-6.7%	8.3%	5.7
COc1cccc(Nc2nc3cc(OC)ccc3cc2C#N)c1	5.4%	-3.8%	-1.1%	1.5%	-1.6%	-11.1%	-7.8%	0.4%	3.8%	?	15.1
COc1ccccc1NC(=O)N(Cc1ccc2c(c1)OCO2)Cc1nc2ccccc2c(=O)[nH]1	0.3%	-6.1%	-2.3%	-23.5%	2.0%	?	-3.4%	-0.9%	1.1%	?	3.7
CC(C)c1ccc(N2CC(C(=O)Nc3nccs3)CC2=O)cc1 (centres undefined)	1.1%	-2.0%	-0.8%	/	?	3.4%[0.365 µM]	4.6%	-4.4%	1.9%	0.5%	-2.7
Fc1ccc(NC(=S)N2CCN(c3cccc(C(F)(F)F)c3)CC2)cc1	-1.1%	-2.6%	-5.1%	?	-0.3%	?	-2.3%	5.0%	-15.6%	-17.3%	-5.3
CCC(C)NC(=O)/C=C1\Sc2ccccc2NC1=O (centres undefined)	-1.3%	-1.9%	15.5%	2.3%	?	20.0%	-16.6%	12.9%	3.9%	16.6%	-6.2
CCn1c(SCC(=O)Nc2ccc(C(=O)OC)cc2)nnc1-c1cccs1	-2.0%	-2.5%	-8.9%	1.6%	3.0%	-33.2%	11.6%	5.3%	-2.7%	-1.2%	-2.5
CC(C)CC(=O)N(Cc1ccc(F)cc1)C1CCS(=O)(=O)C1 (centres undefined)	1.4%	-7.4%	-3.3%	0.0%[10 µM]	1.4%	-3.5%	-10.9%	-9.5%	2.9%	8.2%	-2.3

Results in PKM2 act, Rab9 promoter act and Mito fusion act, for 2 of the compounds above:
Structure | PKM2 act | Rab9 promoter act | Mito fusion act
CCC(C)NC(=O)/C=C1\Sc2ccccc2NC1=O (centres undefined) | -1.3% | 15.5% | 3.9%
CCn1c(SCC(=O)Nc2ccc(C(=O)OC)cc2)nnc1-c1cccs1 | -2.0% | -8.9% | -2.7%

(more compounds)
SMILES	PKM2 act	NPC1 promoter act	Rab9 promoter act	VP16 counter	FLuc counter	RORgamma inh	Menin-MLL TR inh	MBNL1-CUG inh	Mito fusion act	ELG1 DNA repair	KCNH2 3.1 block
CCOc1cc(C)c(C(C)C)cc1S(=O)(=O)NCc1ccccn1	-1.4%	/	/	10.6%	3.6%	10µM*	-12.4%	5.4%	0.5%	/	10.9
Cc1nc(SCC(=O)NC2CCS(=O)(=O)C2)c2c3c(sc2n1)CCCC3 (centres undefined)	/	-2.4%	-5.6%	/	-18.6%	/	/	/	-8.2%	?	24.6
CCOC(=O)Nc1ccc(OC)cc1S(=O)(=O)N1CCCCC1	7.1%	-1.4%	0.4%	-2.0%	5.6%	0.0%	5.7%	-6.5%	6.3%	24.3%	-1.3
CCOC(=O)Cn1cnc2c(cnn2-c2ccccc2)c1=O	/	3.8%	2.9%	-4.5%	-9.4%	20.2%	2.6%	-2.9%	3.5%	?	-10.7
COc1ccc(Br)cc1CNc1ccc2[nH]c(=O)[nH]c2c1	9.3%	-5.0%	-0.5%	-12.7%	-2.2%	3.1%	-3.3%	-4.6%	2.5%	-4.2%	4.4
Cc1[nH]c2ccccc2c1C(c1ccncc1)N1CCN(c2ccc(F)cc2)CC1 (centres undefined)	4.4%	-0.1%	-0.2%	?	2.5%	18.1%	14.6%	/	3.7%	?	0.0
COc1ccc(S(=O)(=O)N2CCN(CCOc3ccc(Br)cc3)CC2)cc1OC	/	-6.9%	-20.3%	/	-2.3%	/	/	/	19.9%	?	-38.7
Cc1cc(-c2ccc(C(C)C)c(S(=O)(=O)N3CCC(C)CC3)c2)on1	/	-4.0%	-0.4%	3.9%	-3.0%	1.1%	19.5%	-7.9%	3.2%	?	-23.4
CC1(C)Cc2c(sc(/N=C/N3CCCCCC3)c2C#N)C(C)(C)N1	1.3%	2.1%	-3.6%	-1.0%	-4.4%	6.0%	-12.2%	-5.8%	-2.0%	-8.5%	-3.4
COc1ccc(CCNC(=O)CCc2ccc(S(=O)(=O)NCC(C)C)cc2)cc1OC	-0.4%	-6.5%	0.6%	5.0%	-1.7%	34.3%	-8.8%	2.2%	-3.9%	-27.2%	7.3
Fc1ccc(-n2nnc(-c3cccnc3Cl)n2)cc1	-6.3%	1.58µM*	0.355µM*	-25.7%	2.39µM*	-42.2%	16.2%	-0.2%	-3.7%	?	/
Cc1cc(C)cc(NC(=O)CCn2c(=S)[nH]c3ccccc3c2=O)c1	/	-4.9%	-4.6%	8.2%	1.0%	-28.7%	/	-3.4%	-2.2%	-1.4%	-15.1
C=CCc1ccc(OCC(O)CN2CCN(c3ccccc3OC)CC2)c(OC)c1 (centres undefined)	/	-2.0%	-4.4%[1.84 µM]	-1.6%	-2.5%	-26.1%	?	-10.1%	-31.6%	-11.7%	-7.9
C=CCOc1cccc(C(=O)N2CCCC(CCC(=O)NCc3ccccc3F)C2)c1 (centres undefined)	14.6%	16.9%	-7.0%	2.8%	?	-0.1%	-3.3%	-1.8%	9.7%	?	-6.3
Cc1cc2cc(CNC(=O)COc3ccccc3)ccc2n1C	-1.0%	-1.4%	-3.7%	-5.5%	-16.9%	8.6%	/	-1.7%	3.9%	-3.4%	6.9
CN(C[C@H](Cc1ccccc1)N(C[C@H](Cc1ccccc1)N(CCc1cc(C(F)(F)F)cc(C(F)(F)F)c1)N=O)N=O)N=O	-0.6%	1.1%	-2.3%	-3.3%	-0.2%	2.9%	5.9%	10.9%	0.7%	3.6%	-28.5

Entries shown so far with bromine, in the order listed:
SMILES	PKM2 act	NPC1 promoter act	Rab9 promoter act	VP16 counter	FLuc counter	RORgamma inh	Menin-MLL TR inh	MBNL1-CUG inh	Mito fusion act	ELG1 DNA repair	KCNH2 3.1 block
COc1ccc(Br)cc1CNc1ccc2[nH]c(=O)[nH]c2c1	9.3%	-5.0%	-0.5%	-12.7%	-2.2%	3.1%	-3.3%	-4.6%	2.5%	-4.2%	4.4
COc1ccc(S(=O)(=O)N2CCN(CCOc3ccc(Br)cc3)CC2)cc1OC	/	-6.9%	-20.3%	/	-2.3%	/	/	/	19.9%	?	-38.7

From PubChem BioAssay
